ssDAF-12 act: activates DAF-12 receptor from parasite S. stercoralis. activation, % at 6.8 µM. HEK293 ssDAF-12/GRIP1 lit1-tk-luc reporter, luminescence; % of 3 µM dafachronic acid response. 370,000 compounds, 1% hits;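 active = activation above the mean over all tested compounds plus 3 SD, cut at about 0.9% in these data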;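 note: 0% = DMSO-only wells and 100% = 3 µM delta7-dafachronic acid wells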
FXN GAA850 act: activators of GAA850 frataxin (FXN) promoter; HEK293 lucGAA850 FXN promoter luciferase reporter, 24 h; percent of 10 µM SAHA response; 360,000 compounds, 0.56% hits; activation, % at 6 µM;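 active = activation above the average of all compounds screened plus 3 SD, cutoff fixed separately per campaign, cut at about 7.5% in these data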;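 note: 0% = DMSO wells and 100% = 10 µM SAHA wells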
hcDAF-12 act: activates DAF-12 receptor from parasite H. contortus; activation, % at 6.8 µM; 370,000 compounds, 1.4% hits; HEK293 hcDAF-12 lit1-tk-luc reporter, luminescence; 0% DMSO, 100% Δ7-dafachronic acid;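 active = activation above the mean of all tested compounds plus 3 SD, cut at about 5.5% in these data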;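 note: 100% = response to 3 µM Δ7-dafachronic acid high control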
DAX1 inh-1: blocks DAX1 repression of SF-1 activated StAR promoter. HEK293T StAR-luciferase reporter, SF-1/DAX-1 repression relief. inhibition, % at 6.8 µM. 370,000 compounds, 1.1% hits. AID 652010;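 active = inhibition above the mean over all tested compounds plus 3 SD, cut at about 3.6% in these data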;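 note: 0% = DAX-1 cells with DMSO and 100% = cells lacking DAX-1 with DMSO; higher inhibition means more luminescence from relief of DAX-1 repression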
sPLA2-III inh: Inhibits HGIII-sPLA2 liposome hydrolysis, primary screen; Q9NZ20; QFRET BODIPY PC-A2 liposome hydrolysis, fluorescence; inhibition, % at 12.2 µM; 370,000 compounds, 0.56% hits;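 active = inhibition above mean plus 3 SD of compounds lying within the high and low control bounds, cut at about 19% in these data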;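 note: 0% = median of test compound wells and 100% = no enzyme DMSO wells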
Target sequence (Q9NZ20 whole entry, looked up): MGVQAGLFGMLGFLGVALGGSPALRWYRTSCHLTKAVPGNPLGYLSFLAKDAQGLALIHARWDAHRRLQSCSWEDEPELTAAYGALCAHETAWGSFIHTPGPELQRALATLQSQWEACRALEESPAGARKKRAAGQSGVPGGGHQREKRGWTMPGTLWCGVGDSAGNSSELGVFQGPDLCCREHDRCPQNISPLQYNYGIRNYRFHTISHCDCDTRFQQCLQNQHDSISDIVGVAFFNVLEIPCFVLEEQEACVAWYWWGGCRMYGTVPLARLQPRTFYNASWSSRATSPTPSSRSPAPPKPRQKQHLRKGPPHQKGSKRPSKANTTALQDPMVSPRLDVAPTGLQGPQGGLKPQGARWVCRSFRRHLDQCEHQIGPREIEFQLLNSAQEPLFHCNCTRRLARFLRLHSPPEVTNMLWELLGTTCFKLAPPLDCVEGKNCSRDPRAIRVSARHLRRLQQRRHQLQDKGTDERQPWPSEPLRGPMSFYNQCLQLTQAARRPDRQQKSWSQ
DAX1 inh-2: inhibits human nuclear receptor DAX1; 340,000 compounds, 0.99% hits; HEK293 Gal4-DAX1 luciferase reporter, luminescence; inhibition, % at 6.75 µM; AID 504766;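 active = inhibition above the mean over all tested compounds plus 3 SD, cut at about 4.2% in these data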;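 note: 0% = DAX1-transfected cells with DMSO and 100% = empty-vector control cells with DMSO; inhibition shows as a rise in luminescence from relieved DAX1 repression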
Target sequence (P51843 207-470 limits assumed): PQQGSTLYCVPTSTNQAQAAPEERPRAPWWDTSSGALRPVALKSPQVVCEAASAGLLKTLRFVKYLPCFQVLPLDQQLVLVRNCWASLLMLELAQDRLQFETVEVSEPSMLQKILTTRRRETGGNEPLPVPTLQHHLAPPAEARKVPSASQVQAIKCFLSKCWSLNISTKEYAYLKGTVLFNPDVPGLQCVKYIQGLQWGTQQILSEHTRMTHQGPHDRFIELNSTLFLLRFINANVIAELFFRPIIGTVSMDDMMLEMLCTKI
NPR1 activator: GC-A (human) enzyme activation. activation, % at 10 µM. HEK293 GC-A cells, cGMP TR-FRET, EC30 ANP; 0% at EC30 ANP, 100% saturating ANP. P16066. 370,000 compounds, 0.14% hits; in the data active = activation above about 40%
SMARCA2 activ: increases SMARCA2 function in MMTV reporter cells; MG213 cells, MMTV-luciferase reporter, dexamethasone, overnight; activation, % at 9.1 µM; 370,000 compounds, 1% hits; in the data active = activation above about 7.8%;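 note: 0% = vehicle wells and 100% = reference activator wells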
proKLK7 act: activators of human kallikrein-7 zymogen. purified proKLK7, EDANS-DABCYL substrate fluorescence; 100% is mature enzyme control, 0% vehicle. activation, % at 7 µM. 370,000 compounds, 0.9% hits. AID 652039;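 active = activation above the mean of all tested compounds plus 3 SD, computed per campaign excluding outliers beyond control limits, cut at about 13% in these data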
Target sequence (P49862 whole entry, looked up): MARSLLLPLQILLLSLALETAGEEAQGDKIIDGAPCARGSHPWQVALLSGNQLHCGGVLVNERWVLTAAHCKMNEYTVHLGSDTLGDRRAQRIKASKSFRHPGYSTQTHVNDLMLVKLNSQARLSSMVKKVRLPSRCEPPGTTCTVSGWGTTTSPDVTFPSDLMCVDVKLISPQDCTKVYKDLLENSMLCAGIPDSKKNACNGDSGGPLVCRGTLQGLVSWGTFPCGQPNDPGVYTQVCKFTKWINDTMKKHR
hgDAF-12 ag: agonists of H. glycines DAF-12 nuclear receptor | HEK293 GAL4-hgDAF12 UAS-luciferase reporter, agonist luminescence; normalized to butyrate control | activation, % at 6.8 µM | 370,000 compounds, 1.8% hits | AID 687014;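 active = activation above a cutoff set at the mean of all screened compounds plus 3 SD, cut at about 10% in these data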;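 note: 0% = DMSO wells and 100% = sodium butyrate wells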
GC-B act: GC-B (human) receptor activation. HEK293-GC-B cells, CNP EC30, cGMP TR-FRET; 0% at EC30 CNP, 100% saturating CNP. activation, % at 10 µM. 370,000 compounds, 0.11% hits;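 active = activation at 10 µM reaching about 35% in either raw or pattern-adjusted values, limit read from the data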
Numbers without * were called inactive; nt = no result given.

item	SMILES	ssDAF-12 act	FXN GAA850 act	hcDAF-12 act	DAX1 inh-1	sPLA2-III inh	DAX1 inh-2	NPR1 activator	SMARCA2 activ	proKLK7 act	hgDAF-12 ag	GC-B act
1	O=C1C2CC=C(Cl)CC2C(=O)N1CNc1ccccn1 (configuration not stated)	-1.1	2.3	-0.6	-0.3	4	0.5	0	0	0.2	1.8	2
2	O=C(COC(=O)C1=COCCO1)Nc1ccc([N+](=O)[O-])cc1C(F)(F)F	-1.4	1.1	-1.1	-0.1	-2	1.1	-3	-2	0.4	-0.6	-1
3	CN1CCN(S(=O)(=O)c2ccc3c(c2)OCCO3)CC1	-0.8	-0.4	-0.6	0.4	4	0.0	0	-1	0.5	-1.2	4
4	N#C/C(=C\c1cccnc1)C(=O)Nc1ccc(SC(F)F)cc1	-0.4	1.2	-1.8	0.0	-54	2.5	-18	-1	0.3	-0.4	-16
5	CC(C)n1ncc2c(C(=O)N3CCN(Cc4ccc(Cl)s4)CC3)cc(C3CC3)nc21	-1.3	-1.2	0.0	0.1	-1	0.3	5	1	0.6	-0.8	0
6	CCC1(CC)NC(=O)N(CC(=O)Nc2cccc3ccccc23)C1=O	-1.5	3.0	-0.6	-0.3	14	-0.8	0	-3	-0.4	-1.6	1
7	O=C(Nc1cccc(Cl)c1)Nc1ccc2c(c1)OCO2	-0.9	1.1	2.3	0.8	-23	0.3	0	5	-0.4	7.6	-4
8	COc1ccc(S(=O)(=O)CCC(=O)Nc2c(C)cccc2C)cc1	-0.9	1.6	-1.9	0.1	6	-0.2	6	-2	-0.8	-0.6	0
9	CCCCCCc1ccc(OC(=O)c2ccncc2)cc1	-1.1	0.4	-0.3	0.2	4	0.3	6	1	0.3	0.2	9
10	CCOC(=O)Cn1c2ccc(C)cc2c2nc(C)sc21	-1.3	1.7	0.6	-0.3	-1	0.2	-9	0	0.6	0.2	5
11	O=C(NCc1ccccc1)C(c1ccncc1)n1c(=O)c(-c2ccccc2)nc2ccccc21 (configuration not stated)	-0.7	nt	-0.1	0.0	-2	nt	-11	-1	3.1	4.0	-12
12	O=C(COc1ccccc1Cl)N1CCCC1	-1.4	1.2	-1.3	-0.7	2	-0.2	2	-2	-0.3	0.6	2

Full records from above. Values in the order: ssDAF-12 act, FXN GAA850 act, hcDAF-12 act, DAX1 inh-1, sPLA2-III inh, DAX1 inh-2, NPR1 activator, SMARCA2 activ, proKLK7 act, hgDAF-12 ag, GC-B act
N#C/C(=C\c1cccnc1)C(=O)Nc1ccc(SC(F)F)cc1 is listed with -0.4, 1.2, -1.8, 0.0, -54, 2.5, -18, -1, 0.3, -0.4, -16
CCOC(=O)Cn1c2ccc(C)cc2c2nc(C)sc21 is listed with -1.3, 1.7, 0.6, -0.3, -1, 0.2, -9, 0, 0.6, 0.2, 5

Further results follow:
item	SMILES	ssDAF-12 act	FXN GAA850 act	hcDAF-12 act	DAX1 inh-1	sPLA2-III inh	DAX1 inh-2	NPR1 activator	SMARCA2 activ	proKLK7 act	hgDAF-12 ag	GC-B act
13	CC1(C)CC(=O)C2=C(C1)N(CC1CCCO1)C(=O)C2(NC(=O)c1cccnc1)C(F)(F)F (configuration not stated)	-1.2	-0.2	-0.9	-0.2	-1	1.4	1	0	0.3	3.2	0
14	Cc1nn(C)cc1CN(C)C(=O)CC12CC3CC(CC(C3)C1)C2	-1.3	0.8	-2.8	1.0	-6	0.8	1	0	0.4	1.0	2
15	CCn1c(CNc2ccc(OC)cc2)nnc1SCC(=O)c1ccc(OC)cc1	-1.4	1.7	-0.8	-0.4	-11	0.4	0	-2	0.3	-0.9	3
16	O=C(NCc1ccco1)C1CCN(S(=O)(=O)Cc2ccccc2)CC1	-1.0	2.1	0.5	-0.4	-5	-0.1	4	-1	0.0	-0.6	5
17	Cc1cc(NC(=O)c2cccc(Cl)c2)n[nH]1	-0.6	2.7	1.1	1.5	7	1.4	-1	4	0.6	7.6	0
18	COc1ccc2[nH]c3c(c2c1)CCN1C(=O)C(CC(=O)NCCC2=CCCCC2)C[C@H](C(=O)N2CCCCC2)[C@@]31C (some centres not stated)	-0.6	0.2	-0.1	-0.8	8	-0.2	-7	-4	0.0	-0.2	-6
19	CSc1ccc(CCNS(=O)(=O)c2c(C)[nH]c(C)c2C(=O)N2CCCCC2)cc1	-1.4	1.8	-0.5	-0.4	-7	0.8	1	0	0.5	2.9	4
20	Oc1c(C(c2cccs2)N2CCN(c3ccc(F)cc3)CC2)sc2ncnn12 (configuration not stated)	-1.4	0.0	0.0	0.1	-33	0.9	3	-1	-0.3	4.9	1
21	CSCCC(NC(=O)c1ccco1)C(=O)OCC(=O)N1c2ccccc2NC(=O)C1(C)C (configuration not stated)	-1.0	1.7	-0.2	-1.2	-1	-0.1	1	4	-0.3	0.6	3
22	COc1ccc(NC(=O)C2c3ccccc3OCC(=O)N2C2CC2)cc1 (configuration not stated)	-0.9	nt	0.8	-0.3	4	nt	0	6	-0.1	1.1	-2
23	COCCSc1ccccc1C(=O)Nc1ccc2c(c1)OCCO2	-0.9	0.3	0.5	0.0	0	-0.6	0	-4	0.1	0.9	1
24	CCOc1ccc(N2C(=O)CC(Sc3ncccn3)C2=O)cc1 (configuration not stated)	-1.3	-0.3	-0.9	0.8	8	1.5	2	-2	-0.5	-1.3	9
25	CCN(C(=O)COC(=O)/C=C/c1ccc(C)o1)c1c(N)n(Cc2ccccc2)c(=O)[nH]c1=O	-0.8	1.7	1.6	-0.5	1	0.1	2	-1	0.3	0.9	4
26	COc1ccccc1-n1c(SCC(N)=O)nc2sc3c(c2c1=O)CCC3	-1.6	-1.6	-1.9	-0.4	10	-1.7	-2	4	0.1	-3.7	-1
27	CNc1c([N+](=O)[O-])cnn1-c1cccc(Cl)n1	-0.4	0.3	-1.7	0.1	2	-1.0	2	5	-0.3	2.6	-1
28	COCCNc1nc(C)c(C(C)=O)s1	-1.1	-0.2	-0.8	-0.4	2	1.1	2	2	0.1	-1.4	-5
29	N#Cc1ccc(Cl)cc1NC(=O)COC(=O)[C@H](CCC(N)=O)NC(=O)c1ccc(F)cc1	-0.4	2.1	9.4*	0.7	-3	0.3	4	-5	0.9	-0.4	-1
30	Cc1ccc(NCCCn2cnc3c(OCc4ccccc4)ncnc32)cc1C	-0.7	-2.6	-2.7	-1.0	8	0.0	-2	-4	-0.8	-2.1	-1
31	Nc1[nH]n2c(=O)c3c(nc2c1N=Nc1ccccc1)CCCC3	-1.5	0.4	-1.4	-1.2	15	0.0	2	0	-0.5	-2.8	-4
32	CC1CCCN(C(=O)c2ccc(COc3ccccc3Br)cc2)C1 (configuration not stated)	-0.9	2.8	-0.8	-0.9	4	-0.2	-2	-1	-0.2	0.8	-12
33	O=C(COC(=O)C1=NN(c2ccccc2)C(=O)CC1)NCc1ccccc1Cl	-0.9	0.8	-2.8	0.7	4	0.0	-3	-3	0.4	-0.1	-7
34	COc1ccc(N=Cc2sc3ccccc3c2Cl)cc1	0.1	0.5	3.2	0.8	4	0.9	-1	2	-2.7	4.0	-4
35	O=C(O)CCCCCN1C(=O)/C(=C\c2ccncc2)SC1=S	-1.4	1.9	-3.2	1.2	-2	0.4	-3	1	0.2	-3.0	-5
36	S=c1[nH]nc(-c2cccnc2)n1/N=C/C=C/c1ccccc1	-0.6	2.9	-1.2	-0.4	5	0.3	-4	1	0.1	-2.5	-4
37	Cc1ccccc1Cn1nnc(C(=O)Nc2ccc3c(c2)OCCO3)c1N	-0.1	2.5	1.1	6.2*	-12	3.8	-2	5	0.2	9.6	-4
38	O=S1(=O)CCO[C@H]2Cc3ccccc3[C@H]2N1Cc1ccccc1F	-1.4	-1.1	0.8	-0.4	5	0.5	-4	0	0.3	0.3	-8
39	COc1ccc(C2OCC3(CO2)SC(=O)NC3=O)cc1 (configuration not stated)	-1.4	0.9	4.6	0.3	-2	0.0	0	0	0.4	2.7	1
40	COc1cccc(NC(=O)Nc2nnc([C@H]3C[C@H](O)[C@@H](CO)O3)s2)c1	-1.0	1.7	-0.9	-0.3	-3	nt	-1	0	-0.3	-1.5	5
41	COc1cccc(Nc2c3c(nc4c(-c5ccccc5)c(C)nn24)CCC3)c1	-1.3	1.5	-1.6	-0.2	9	-0.9	1	-2	-7.8	-3.4	0
42	COc1ccc(OC)c(NC(=O)COC(=O)/C=C/c2ccccc2Cl)c1	-1.5	2.2	7.1*	-0.1	4	-0.8	7	0	0.1	0.8	2
43	CSc1nnc(Cc2cc(=O)[nH]c(=O)[nH]2)n1-c1cccc(C)c1	-0.6	-0.1	-2.3	1.0	-13	2.3	0	-3	0.6	0.2	-2
44	COc1cccc(CN(C(=O)COc2ccc(Cl)cc2)C2CCS(=O)(=O)C2)c1 (configuration not stated)	-1.4	-0.6	-1.6	-0.1	-11	-0.1	-20	4	0.6	0.0	-11
45	O=C(NC1(C(=O)O)CCCC1)C(Cl)Cl	-1.1	-0.8	-2.5	-0.7	-8	0.2	3	0	-1.3	-1.5	-2
46	O=C(NCc1cccc(F)c1)c1[nH]c(C(F)(F)F)nc1-c1ccccc1	-0.9	nt	-0.3	0.2	-11	nt	3	2	0.2	-2.1	-1
47	Cc1ccc(CS/C(Nc2ccccc2C)=C(\C#N)C(=O)NCc2ccco2)c(C)c1	-0.6	1.0	0.8	-0.5	-18	1.4	-5	-3	-1.4	-0.5	4
48	Cc1ccc(NC(=O)CN(C)CC(=O)Nc2cccc(F)c2)cc1[N+](=O)[O-]	-3.0	-1.3	-3.5	-4.3	-5	-3.2	2	-7	0.5	-8.2	1
49	CS(=O)(=O)N(CC(=O)N1CCN(Cc2ccccc2)CC1)Cc1ccccc1	-1.6	2.5	0.3	-0.9	11	0.9	-1	-5	1.6	-2.5	-4
50	O=S(=O)(c1ccc2c(c1)CCCN2)N1CCCC1	-1.5	1.0	0.2	-0.6	0	1.0	-2	-2	-0.3	-2.1	4
51	COCCNC(=O)C1(C)CCCN(C(=O)Cc2ccc3ccccc3c2)C1 (configuration not stated)	-1.6	3.5	0.2	-0.4	-3	nt	2	0	0.5	1.0	-2
52	CCOC(=O)c1c(C)[nH]c(C(=O)NCC(c2ccco2)N2CCCCC2)c1C (configuration not stated)	-1.2	-1.7	-1.6	0.2	-2	-0.2	6	-1	0.2	-1.0	4
53	COc1ccc(Cn2c(=O)[nH]c3cc(C(=O)NCCc4ccc(S(N)(=O)=O)cc4)ccc3c2=O)cc1	-1.4	0.7	0.7	0.2	-1	0.6	0	-1	0.0	-1.7	7
54	CC(=O)OC12CCCN(C1)/C(=C/c1ccncc1)C2 (configuration not stated)	-1.9	nt	-0.4	0.3	9	nt	4	-3	0.5	-1.4	-15
55	CC(=O)OCc1c(C)cc(C)c(/C=C(/C#N)C(N)=O)c1C	-1.6	1.2	0.4	-0.6	-2	-0.3	-2	3	-0.1	1.9	2
56	COC(=O)CCC(=O)Nc1cccc([N+](=O)[O-])c1	-1.9	0.6	0.8	0.5	-1	1.7	6	-2	0.0	4.5	2
57	COc1ccc2c(OC)cc(-c3ccccc3)nc2c1	-0.8	-0.7	0.3	0.1	4	-1.1	0	-2	0.5	5.8	-1
58	O=S(=O)(c1ccc(Br)cc1)N1CCn2c(nc3ccccc32)C1	-1.2	0.6	-2.5	2.2	6	2.2	-8	7	0.8	3.1	-1
59	CC1(C)CNc2cc(N)ccc2S1	-1.3	-1.2	-1.5	-1.0	8	0.2	-2	-6	0.4	-3.3	1
